Compound activity as filed in PubChem BioAssay.
OPRM1-OPRD1 ag: agonists of human mu-delta opioid receptor heterodimerization | activation, % at 9.3 µM | 340,000 tested, 0.3% active | P35372+P41143 | cells, OPRM1-OPRD1 heterodimerization, luminescence | AID 504326; in the data active means activation above about 18%;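 further: 0% = vehicle-treated cells and 100% = reference agonist; values of inactives mirror those of a sister screen read the other way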
Target sequence (P35372 whole entry, looked up): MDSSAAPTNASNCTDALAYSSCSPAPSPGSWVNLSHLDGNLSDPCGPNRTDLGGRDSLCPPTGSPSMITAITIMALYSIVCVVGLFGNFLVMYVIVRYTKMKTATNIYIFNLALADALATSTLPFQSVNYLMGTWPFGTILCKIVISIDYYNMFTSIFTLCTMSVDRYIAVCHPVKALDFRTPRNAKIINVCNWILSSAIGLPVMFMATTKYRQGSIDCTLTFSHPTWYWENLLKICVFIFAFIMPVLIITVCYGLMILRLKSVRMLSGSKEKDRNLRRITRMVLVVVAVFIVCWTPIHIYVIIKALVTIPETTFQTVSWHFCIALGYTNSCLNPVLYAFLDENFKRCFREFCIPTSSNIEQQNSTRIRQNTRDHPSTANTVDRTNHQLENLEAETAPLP
Target sequence (P41143 whole entry, looked up): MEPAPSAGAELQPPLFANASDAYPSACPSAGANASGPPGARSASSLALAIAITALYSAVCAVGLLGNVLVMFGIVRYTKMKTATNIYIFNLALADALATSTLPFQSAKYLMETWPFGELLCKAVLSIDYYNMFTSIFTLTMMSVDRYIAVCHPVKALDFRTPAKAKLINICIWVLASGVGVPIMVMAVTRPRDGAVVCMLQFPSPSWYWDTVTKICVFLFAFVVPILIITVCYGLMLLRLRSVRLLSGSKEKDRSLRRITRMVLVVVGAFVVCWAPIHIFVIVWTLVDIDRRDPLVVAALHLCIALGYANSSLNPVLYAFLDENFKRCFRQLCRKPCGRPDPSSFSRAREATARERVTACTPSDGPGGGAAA
Keap1-Nrf2 PPI: inhibitors of human Keap1-Nrf2 protein-protein interaction; Q14145; inhibition, % at 9.4 µM; 340,000 tested, 0.15% active; AID 504523; Keap1 Kelch-Nrf2 peptide fluorescence polarization, 1536-well; in the data active means inhibition above about 12%;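 further: human Keap1 Kelch domain with fluorescein labeled Nrf2 9mer peptide probe; 0% = neutral control wells and 100% = peptide positive control; higher means more block of Keap1 binding to Nrf2 peptide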
HTR5A ag ctr: activates human HTR5A in OPRM1-OPRD1 agonist counter-screen | activation, % at 9.3 µM | AID 504692 | HTR5A agonist assay, luminescence, cell-based | P47898 | 340,000 tested, 0.61% active; in the data active means activation mostly above about 9.5%, no sharp cut-off; inactive means mostly below about 7.6%;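 further: 0% = cells with vehicle only and 100% = reference agonist; strong numbers were not always called active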
HTR5A inv ag: inverse agonist of human HTR5A in OPRM1-OPRD1 counter-screen; 340,000 tested, 0.083% active; inhibition, % at 9.3 µM; HTR5A cell line, luminescence, inverse agonism; in the data active means inhibition mostly above about 23%, no sharp cut-off; inactive means mostly below about 18%;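 further: 0% = cells with DMSO and 100% = no-cell wells with DMSO; some compounds called inactive have numbers as strong as hits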
LANA DNA inh: KSHV C-LANA DNA binding inhibition; 340,000 tested, 0.078% active; inhibition, % at 9 µM; MBP-C-LANA/FAM-LBS DNA binding, fluorescence polarization;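 active means highest replicate inhibition at or above 60% at 9 µM, even if other replicates fall short; inactive means all replicates below 60% inhibition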;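 further: 0% = neutral control wells and 100% = 4 µM acridine orange control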
CAL PDZ FP: inhibitors of human CAL PDZ peptide binding. inhibition, % at 24.9 µM. 300,000 tested, 0.92% active. purified CAL PDZ, TMR-peptide fluorescence polarization, 1 h;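 active means mean inhibition of at least 30% with at least half of replicates also reaching 30%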;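 further: 0% = DMSO neutral control and 100% = excess unlabeled competitor peptide PRC23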
Cardiac RTF inh: cardiac RTF calcium desensitization; AID 493244; IANBD-labeled cardiac RTF, Ca2+ fluorescence; P19429+P45379; inhibition, % at 7.15 µM; 340,000 tested, 0.12% active;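 active means inhibition above the mean inhibition of all tested compounds plus 3 SD, cut at about 17% in these data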;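 further: assay run at fixed EC70 calcium of 1.6 mM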
cardiac RTF act: cardiac RTF calcium sensitization; 340,000 tested, 0.24% active; activation, % at 7.2 µM; IANBD-labeled TnC RTF fluorescence at EC20 calcium; 0% EC20 calcium, 100% full calcium;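 active means activation above the mean over all tested compounds plus 3 SD, cut at about 30% in these data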;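 further: rise in fluorescence read as greater calcium sensitivity of cardiac thin filaments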
OPRM1-OPRD1 inv: mu-delta opioid heterodimer inverse agonism. P35372+P41143. cell-based MOR-DOR heterodimer luminescence. inhibition, % at 9.3 µM. 340,000 tested, 0.21% active. AID 504357; in the data active means inhibition above about 22%, passing the limit was not always enough;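 further: 0% = cells with DMSO and 100% = wells without cells with DMSO; values of inactives mirror those of a sister screen read the other way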
V-ATPase pH: yeast V-ATPase proton transport regulation by pHLuorin | 350,000 tested, 0.37% active | response, % at 10 µM | S. cerevisiae, pHLuorin cytosolic pH fluorescence; in the data active means response mostly above about 7.3%, no sharp cut-off; inactive means mostly below about 5.4%; further: actives read high; inactives centre near 0; some compounds called inactive have numbers as strong as hits; reference of the scale not given here
Active calls of the source: *; / = not tested or not shown.

SMILES	OPRM1-OPRD1 ag	Keap1-Nrf2 PPI	HTR5A ag ctr	HTR5A inv ag	LANA DNA inh	CAL PDZ FP	Cardiac RTF inh	cardiac RTF act	OPRM1-OPRD1 inv	V-ATPase pH
CCOc1ccc(C(=O)NC(=S)Nc2ccc(NC(=O)c3ccco3)cc2)cc1[N+](=O)[O-]	-1.7	-6	0	5	-0.9	3	-26	-1	9	-5
O=C(N[C@@H](Cc1ccccc1)C(=O)OCc1ccccc1)c1ccco1	-0.6	-8	-6	5	0.1	-1	-5	3	2	-1
CCCc1cc(=O)n2nc(N3CCC(C(=O)NCc4ccco4)CC3)sc2n1	-1.5	-5	-6	-1	-1.3	0	-9	2	8	3
O=C(/C=C/c1ccc(F)cc1)NC(=S)NNC(=O)[C@H]1C[C@@H]1c1ccccc1	-3.8	-1	-12	48*	0.1	-2	-1	2	20	3
Cc1ccc(/C(O)=C2/C(=O)C(=O)N(Cc3cccnc3)C2c2ccccn2)cc1 (configuration not stated)	4.4	1	2	-14	-0.7	1	-8	-3	-22	-3
COC(=O)c1sccc1NC(=O)c1c(C)c(-c2cccc(Cl)c2)nc2ccccc12	1.2	-1	5	10	0.1	1	-6	-3	-6	-2
COc1ccc(-c2nn(-c3ccccc3)cc2C(=O)N2CCOCC2)cc1	-0.9	-4	0	-5	-1.4	-2	-6	2	5	5
CC(=O)Oc1cc2cccc(OC(C)=O)c(=O)c2c(OC(C)=O)c1OC(C)=O	0.0	-1	1	0	21	1	-3	1	0	-1
COc1ccc(-n2cnc3cc(NCc4cccs4)ccc32)cc1	-1.1	-4	5	11	1.8	-1	1	-2	5	-6
CSc1ccccc1OCc1cc(C(=O)NCCC2=CCCCC2)no1	-3.3	-3	1	-2	-3.0	-5	2	-2	17	0
CCOC(=O)c1c[nH]c2ccc3ccccc3c2c1=O	1.8	-3	6	3	0.0	54*	-5	-2	-10	0
Fc1ccc(CSc2ccc(-c3ccc4c(c3)OCO4)nn2)cc1	0.4	-3	2	-29	1.0	-3	-10	1	-2	-3
COc1ccc(C(NC(C)=O)c2cc(Cl)c3cccnc3c2O)cc1OC (configuration not stated)	-1.4	-1	-4	10	0.4	/	-4	-3	7	0
NS(=O)(=O)c1ccc2nc(NC(=O)c3ccc(Br)o3)sc2c1	1.3	2	4	-5	3.1	/	-4	3	-7	5
Cc1ccc(C(=O)OCC(=O)c2ccc(Br)cc2)cc1S(=O)(=O)N1CCOCC1	-2.8	-1	6	-3	-1.1	/	-1	1	11	2
COC(=O)Cc1ccc(OC(=O)CCS(=O)(=O)c2ccc(C)cc2)cc1	-1.7	-8	1	16	1.1	-2	5	-5	11	-2
COc1cccc(CNC(=O)C2CCN(S(=O)(=O)c3ccc4c(c3)CCC(=O)N4)CC2)c1	-1.1	3	8	-24	0.5	/	-8	3	6	1
C#Cc1ccc(CN2CCC(C(=O)Nc3ccc(Oc4ccccc4)nc3)CC2)cc1	2.4	-6	2	-7	-1.4	-3	1	1	-12	4
CCOC(=O)C1(CCOc2ccccc2)CCN(Cc2ccc(-n3cccn3)cc2)CC1	12	-5	1	-3	0.9	-2	-3	2	-66	1
CCCN(CCC)S(=O)(=O)c1ccc(C(=O)Nc2ccc(S(=O)(=O)Nc3nnc(CC)s3)cc2)cc1	-0.1	-1	-3	11	1.3	-8	-5	6	1	0

Fetched one by one from the entries so far (two):
SMILES	OPRM1-OPRD1 ag	Keap1-Nrf2 PPI	HTR5A ag ctr	HTR5A inv ag	LANA DNA inh	CAL PDZ FP	Cardiac RTF inh	cardiac RTF act	OPRM1-OPRD1 inv	V-ATPase pH
CC(=O)Oc1cc2cccc(OC(C)=O)c(=O)c2c(OC(C)=O)c1OC(C)=O	0.0	-1	1	0	21	1	-3	1	0	-1
Cc1ccc(/C(O)=C2/C(=O)C(=O)N(Cc3cccnc3)C2c2ccccn2)cc1 (configuration not stated)	4.4	1	2	-14	-0.7	1	-8	-3	-22	-3

Other results
SMILES	OPRM1-OPRD1 ag	Keap1-Nrf2 PPI	HTR5A ag ctr	HTR5A inv ag	LANA DNA inh	CAL PDZ FP	Cardiac RTF inh	cardiac RTF act	OPRM1-OPRD1 inv	V-ATPase pH
O=C(CSc1ccc2c(c1)OCCO2)Nc1cccnc1Cl	-1.6	-4	0	-1	-1.0	4	1	-1	9	1
CCc1cc2c(-c3ccccc3)cc(=O)oc2cc1OC(C)C(=O)O (configuration not stated)	-2.6	-3	1	-5	-1.0	-5	-4	-3	12	1
O=C(CNC(=O)OCc1ccccc1)Oc1ccc2ccc(=O)oc2c1	-3.4	-5	1	-3	-0.1	-5	0	-6	15	-1
O=C(COC(=O)Cc1ccsc1)Nc1ccccc1Cl	-2.5	2	-1	4	1.1	/	-13	3	10	4
CCN(C(=O)COC(=O)/C=C/c1ccc2c(c1)OCO2)c1c(N)n(Cc2ccccc2)c(=O)[nH]c1=O	-5.1	3	0	-19	0.5	-3	3	2	20	1
S=C(NC1CCCCC1)c1ccc2c(c1)OCO2	1.1	-2	6	7	0.7	-3	-1	2	-6	6
CCOC(=O)c1[nH]c2ccccc2c1NC(=O)c1ccc(S(=O)(=O)N2CCOCC2)cc1	-1.0	-4	-2	5	0.1	/	-4	-1	6	-5
Cc1ccc2nc(C)cc(N/N=C/c3ccc(F)cc3)c2c1	2.5	3	-1	2	-1.5	-1	-7	-1	-14	0
CCCCNC(=O)C1(O)c2ccccc2NC(=O)N1c1ccc(Cl)cc1 (configuration not stated)	-2.5	2	3	-12	-1.3	4	-10	-3	13	-1
NS(=O)(=O)c1ccc(NC(=O)Cn2nc(C(=O)O)c3ccccc3c2=O)cc1	-0.1	-4	7	-3	-0.1	-1	0	-3	1	-1
O=C(CO/N=C/c1ccc2c(c1)OCO2)Nc1cccc(Br)c1	-3.1	-2	-1	6	-0.1	-7	-2	-6	16	0
CC(C)c1ccc(CN2CCC(Oc3ccc(C(=O)N4CCCC4)cc3)CC2)cc1	1.0	-1	-9	22	-0.8	0	-2	0	-4	-2
COc1ccc(CN(C)C(=O)COC(=O)c2cc([N+](=O)[O-])ccc2N2CCCC2)c(OC)c1OC	-1.8	3	7	-19	32	-4	-2	-4	7	-3
O=C(Cc1ccccc1)NC(=S)Nc1ccc(OC(F)F)cc1	1.6	2	-1	2	-1.3	-2	1	7	-8	-4
O=c1c2ccccc2nc(SCc2nc(-c3ccccc3)no2)n1-c1ccc(F)cc1	-1.2	-6	4	-11	-0.5	/	-1	17	7	1
CCOC(=O)c1ccc(N2C(=O)c3n[nH]c(C)c3C2c2cccnc2)cc1 (configuration not stated)	-2.1	-8	-3	9	-0.9	/	-14	10	11	-2
Cc1ccc(C(=O)Nc2ccncc2)cc1[N+](=O)[O-]	-0.3	-3	0	-1	-0.9	-10	5	0	1	-6
Cn1cccc1C(=O)OCC(=O)NNC(=O)c1ccc([N+](=O)[O-])cc1	-1.6	-4	-5	-1	-1.5	/	9	-2	6	4
CCC(=O)c1cc(F)c(N2CCN(C(=O)Cc3ccccc3)CC2)cc1C	1.1	-2	-2	-3	-1.7	/	-12	-4	-5	-2
CCc1cccc(Nc2cc(C)nc3ncnn23)c1	-1.2	-5	0	1	-3.2	0	-16	-5	6	3
CC(CC(=O)N(CCC1=CCCCC1)c1c(N)n(Cc2ccccc2)c(=O)[nH]c1=O)c1ccccc1 (configuration not stated)	39*	-1	-4	-17	0.1	-3	-9	-2	-257	-4
CCC(CC)c1ncc[nH]1	-0.2	-5	0	0	-0.7	7	-6	3	1	1
S=c1[nH]nc(COc2ccccc2)n1/N=C/c1cccnc1	-3.6	-1	1	11	-0.1	-2	-6	6	18	4
C=CCN(c1ccccc1OC)S(=O)(=O)c1cccc(C(=O)OC2CCOC2=O)c1 (configuration not stated)	-1.9	3	0	0	1.6	-1	4	2	10	-3
Cn1c2ccccc2c2cc(C(=O)N3CCN(CCO)CC3)sc21	-0.2	-2	-1	9	0.1	-4	5	1	1	-1
CC(C)C12CN3CC(C(C)C)(CN(C1)C3c1ccccc1O)C2=O (configuration not stated)	3.9	-7	1	-15	0.3	-3	-8	-2	-24	-3
O=[N+]([O-])CC(c1ccccc1)P(=O)(c1ccccc1)c1ccccc1 (configuration not stated)	-3.5	-2	5	-17	-0.7	-4	-2	1	17	-3
CN(C(=O)c1cccc(NC(=O)C2CCCN(C(=O)OC(C)(C)C)C2)c1)C1CCCC1 (configuration not stated)	-2.0	1	2	-6	1.8	0	-4	0	12	1
CCCOC(=O)Nc1cc(OC)ccc1[N+](=O)[O-]	0.2	0	2	-6	-0.2	0	-8	-1	-1	-3
O=C(c1ccc(N2CCCCC2)c([N+](=O)[O-])c1)N(c1ccccn1)c1ccccn1	-2.6	1	-2	5	3.1	-8	9	-1	12	4
CCOC(=O)CSc1nc2c(sc(=S)n2-c2ccc(OCC)cc2)c(=O)[nH]1	-0.3	-1	-6	9	-1.6	3	-7	1	2	2
CCCC(C(=O)N(C)CC(=O)Nc1ccc(N2CCOCC2)cc1)c1ccccc1 (configuration not stated)	-1.8	-2	3	-8	1.6	0	-7	-2	9	0
O=C(NCCN1CCOCC1)c1cc(-c2ccc(Cl)cc2Cl)on1	2.0	-7	8	-23	1.8	-6	-8	-4	-13	3
Cc1ccc2sc(N(CCCN(C)C)C(=O)c3ccc(S(=O)(=O)N(C)Cc4ccccc4)cc3)nc2c1C	40*	-1	0	0	-0.6	-1	11	-9	-260	-1
CCCCCCCCNS(=O)(=O)CCNCc1ccccc1OC	9.1	1	1	-5	2.0	-4	1	-4	-42	-4
CCOC(=O)c1c(C)[nH]c(C)c1C(=O)COC(=O)CNC(=O)c1ccc(OCC)cc1	-2.1	-2	-1	-16	-0.5	0	4	-8	12	-1
O=Cc1ccccc1OCc1nnsc1Cl	-2.5	0	-3	7	2.6	0	-5	-2	14	0
CC1(CCC(=O)N2CCCC(Nc3ccc(F)cc3)C2)CC1 (configuration not stated)	-1.2	0	5	15	-0.8	0	5	-8	6	5
O=C(Nc1ccccc1)C1=C[C@H](c2ccc(Br)cc2)C[C@H](OCc2ccc(CO)cc2)O1	-0.1	-2	0	-3	1.6	-4	-6	1	0	-4
Cc1ccc(NC(=O)Cn2c(=O)c3cccn3c3ccccc32)c(C)c1	-2.9	-3	-1	-27	0.7	-3	-3	3	15	-1
Cc1ccc(S(=O)(=O)Oc2ccc(/C=C(/NC(=O)c3ccccc3)C(=O)O)cc2)cc1	-1.5	-1	-2	5	1.3	-2	-1	4	8	0
CC(=O)Nc1ccc(C(=O)COC(=O)c2cccs2)c(F)c1	2.4	-3	4	-11	-0.5	-2	-4	4	-10	-7
CC(C)OCCCNC(=O)c1ccc2c(=O)n(Cc3ccc4c(c3)OCO4)c(=S)[nH]c2c1	-2.1	1	3	-8	0.6	-5	3	5	10	0
O=C(OCc1ccc(F)cc1)c1cc(S(=O)(=O)N2CCCCC2)ccc1N1CCOCC1	-1.8	/	-3	8	/	2	-6	-6	9	-1
CC(C)Oc1ccc(S(=O)(=O)N2CCOCC2)cc1NC(=O)Cc1c(F)cccc1Cl	-2.5	4	5	-4	-1.2	-2	-4	-2	16	-2
C/C(=N\NC(=O)c1nnn(-c2nonc2N)c1CN(C)c1ccccc1)c1ccccn1	-0.5	-5	-5	20	-0.1	-3	-3	-5	3	1
CSc1nnc(-c2ccc(Br)s2)n1C	0.4	-7	0	-13	1.9	3	-16	8	-2	-2
